Source: PubChem BioAssay (several laboratories)
MrgX1 PAM: human MrgX1 positive allosteric modulation, primary screen | Q96LB2 | MrgX1-HEK293, Fluo-4 calcium flux, FDSS; stronger effect = higher value | B-score at 10 µM | 0.63% of 310,000 active | AID 588675;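 active = plate-corrected calcium response at least 3 library SD above typical, normal starting fluorescence, not activating the receptor alone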;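 note: compound read alongside a low EC10 to EC30 dose of BAM8-22 agonist; peak minus trough fluorescence over baseline measured at the second addition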
PolyA inh: yeast polyadenylation inhibition; S. cerevisiae SKY197-pL101 polyadenylation reporter, beta-gal luminescence; efflux-impaired pdr1/pdr3 knockout yeast; score 100 = 6 SD above DMSO; calls only at 12 µM; 0.02% of 300,000 active; AID 1875;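 active = lowest replicate activity score at least 50, where 100 means six control SD above control mean; inconclusive = lowest score under 50 but half or more replicates reach 50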;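 note: yeast exposed to compound for 9 h at 30 °C; higher score means more reporter readthrough which indicates perturbed polyadenylation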
MrgX1 antag: blocks BAM8-22 activation of human MrgX1 receptor. Q96LB2. MRGX1-HEK293 calcium flux, Fluo-4, BAM8-22 antagonism; stronger effect = lower value. B-score at 10 µM. 1.3% of 310,000 active;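 active = calcium-response B-score plate-corrected more than 3 library SD below zero, starting fluorescence within 5 deviations, no agonist response on first addition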;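 note: peak minus trough fluorescence over baseline after final BAM8-22 challenge near maximal dose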
TRPC4 inh: TRPC4 (mouse) channel inhibition. B-score at 10 µM. HEK293 TRPC4beta/mu-opioid, DAMGO-evoked Fluo4 calcium flux; stronger effect = lower value. 0.39% of 300,000 active. Q9QUQ5;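 active = B-score over 3 SD under the library average, no early fluorescence shift, positive overall ratio signal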
Target sequence (Q9QUQ5 whole entry, looked up): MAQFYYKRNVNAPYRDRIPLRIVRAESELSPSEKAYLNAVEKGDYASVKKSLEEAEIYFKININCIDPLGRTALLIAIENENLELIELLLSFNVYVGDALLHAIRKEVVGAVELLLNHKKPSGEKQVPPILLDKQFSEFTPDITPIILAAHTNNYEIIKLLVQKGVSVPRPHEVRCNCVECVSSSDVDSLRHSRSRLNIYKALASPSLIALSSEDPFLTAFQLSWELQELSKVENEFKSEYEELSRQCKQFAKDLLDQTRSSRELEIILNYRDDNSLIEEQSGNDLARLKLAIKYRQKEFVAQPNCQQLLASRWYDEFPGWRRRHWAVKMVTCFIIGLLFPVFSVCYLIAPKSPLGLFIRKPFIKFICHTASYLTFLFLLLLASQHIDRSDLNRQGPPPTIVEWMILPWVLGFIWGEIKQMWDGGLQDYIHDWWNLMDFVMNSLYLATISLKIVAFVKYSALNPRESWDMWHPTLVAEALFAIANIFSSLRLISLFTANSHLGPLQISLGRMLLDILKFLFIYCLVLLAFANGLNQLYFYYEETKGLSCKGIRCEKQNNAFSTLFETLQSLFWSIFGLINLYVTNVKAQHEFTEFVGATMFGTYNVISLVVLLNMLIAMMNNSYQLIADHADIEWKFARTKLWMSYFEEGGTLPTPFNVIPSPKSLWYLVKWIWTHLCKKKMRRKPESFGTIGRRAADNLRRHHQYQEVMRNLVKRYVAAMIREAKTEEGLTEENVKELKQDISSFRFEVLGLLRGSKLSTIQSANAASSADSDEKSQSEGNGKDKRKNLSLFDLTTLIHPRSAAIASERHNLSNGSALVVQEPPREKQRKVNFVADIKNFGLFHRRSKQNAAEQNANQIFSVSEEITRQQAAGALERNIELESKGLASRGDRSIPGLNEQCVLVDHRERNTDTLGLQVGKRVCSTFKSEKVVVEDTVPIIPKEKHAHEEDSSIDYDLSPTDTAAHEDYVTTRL
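Signal: kinetic Fluo4 fluorescence imaging of calcium influx. Material: stable TRPC4beta/mu-opioid receptor HEK293 cells. Probe or stimulus: DAMGO in two steps, submaximal then maximal.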
TRPC6 inhibitor: blocks the mouse TRPC6 cation channel | Q61143 | HEK293-TRPC6, membrane potential dye, ACh-evoked depolarization; stronger effect = lower value | B-score at 10 µM | 1.1% of 310,000 active | AID 2553;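 active = B-score under library mean minus 3 SD, initial fluorescence not abnormally high, positive integrated signal ratio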;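 note: B-score derived from integrated fluorescence ratio over the kinetic read; more negative B-score means stronger inhibition of depolarization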
MrgX1 agonist: activates human MrgX1 receptor signaling. B-score at 10 µM. AID 588627. 0.44% of 310,000 active. Q96LB2. MrgX1-HEK293 cells, Fluo-4 calcium fluorescence, agonist mode; stronger effect = higher value;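 active = calcium response B-score plate-corrected fluorescence ratio at least 3 library SD, with starting fluorescence B-score inside 5 SD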
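Test system: Stable human MrgX1 HEK293 cell line | Schedule: Overnight plating before 1 h dye loading | Read-out basis: Baseline-normalised fluorescence change ratio, B-scored | Detection: Kinetic calcium dye fluorescence, Fluo-4 NW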
TRPC4 potent: allosteric potentiators of mouse TRPC4 channel. Q9QUQ5. HEK293 TRPC4beta/mu-opioid, DAMGO EC20, Fluo-4 Ca2+ flux; stronger effect = higher value. B-score at 10 µM. 0.42% of 310,000 active;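 active = B-score of calcium response area above 5 SD of library B-scores, with initial fluorescence ratio within 5 SD of library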;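 note: B-score of integrated fluorescence ratio over time as area under calcium response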
TRPC6 act: activates the mouse TRPC6 cation channel | Q61143 | HEK293-TRPC6 membrane potential dye fluorescence; stronger effect = higher value | B-score at 10 µM | 0.13% of 310,000 active | AID 2550;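 active = B-score of the integrated fluorescence ratio above library mean plus 3 SD, and starting fluorescence ratio within library mean plus 5 SD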;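 note: higher score means more depolarization so channel activation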
TRPC4 act: opens the mouse TRPC4 cation channel | HEK293 TRPC4beta/mu-opioid, Fluo4 calcium fluorescence; stronger effect = higher value | B-score at 10 µM | 0.49% of 310,000 active | AID 2237;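 active = B-score above 5 SD of library B-scores, and initial fluorescence ratio not above library mean plus 5 SD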;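 note: positive B-score marks a calcium rise read as TRPC4 activation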
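Incubation: 45 min room-temperature Fluo4 loading, 110 s read / System: HEK293 cells stably co-expressing mouse TRPC4beta and mu-opioid receptor / Signal: Fluo4 fluorescence, kinetic / Control set: buffer (low) and maximal DAMGO (high) / Measure: integrated baseline-normalised fluorescence ratio, converted to per-well B score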
HIF act: HIF pathway transcriptional activation; U2OS HRE-luciferase reporter, luminescence; normalized: DMSO 0%, desferrioxamine 100%; 0.32% of 300,000 active; activation, % at 7.5 µM (by protocol);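 active = mean activation of at least 10% of the iron chelator positive control signal, with at least half of replicates also reaching 10%; inconclusive = mean and replicate majority disagree about reaching 10%; inactive = mean and most replicates under 10%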
AI-2 QS mod: modulators of Vibrio harveyi AI-2 quorum sensing system | Vibrio harveyi JMH597 AI-2 luminescence/OD600 ratio, 9 h; stronger effect = lower value; strain lacks LuxN and CqsS sensors; 0 = neutral-control median | activity change, % at 7.5 µM | 0.4% of 300,000 active | AID 2094; in the data active = activity change below about -75%, passing the limit was not always enough; inconclusive = no clear call, values can overlap the other calls;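 note: luminescence divided by OD600 gain over 9 h not by final OD600 alone; inactives centre near 13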
Numbers without * were called inactive; i = inactive; ? = inconclusive; / = not tested or not shown; & = joins results of further samples. Some of the compounds tested; rates above refer to the full screens.

Compound | MrgX1 PAM | MrgX1 agonist | AI-2 QS mod | TRPC6 inhibitor | PolyA inh | TRPC6 act | HIF act | MrgX1 antag | TRPC4 inh | TRPC4 potent | TRPC4 act
COc1ccccc1C(=O)c1cc2ccc(O)cc2oc1=O | i | i | 11.5 | i | i | i | -0.1 | i | i | i | i
CCOc1ccsc1C(=O)OC | i | i | 21.3 | i | i | i | -0.5 | i | i | i | i
O=C(N/N=C/c1cccnc1)c1cccc(S(=O)(=O)N2CCCC2)c1 | i | i | 18.1 | i | i | i | 0.1 | i | i | i | i
O=C(c1ccccc1)c1ccc(OCC(=O)N2CCOCC2)cc1 | i | i | 11.6 | i | i | i | -0.1 | i | i | i | i
CC(=O)Nc1ccc2c(c1)nc1n2CCN(C(C)c2ccccc2)C1 (stereo not drawn) | i | i | 14.3 | i | i | i | -0.2 | i | i | i | i
Oc1ccc(/C=N/Nc2ccc(C(F)(F)F)cn2)cc1O | / | / | -3.4 | i | i | i | 2.4 | / | i | i | i
CC(C)C(NS(=O)(=O)/C=C/c1ccccc1)C(=O)NCc1ccc(F)cc1 (stereo not drawn) | i | i | 5.9 | i | i | i | 1.0 | i | i | i | i
Cc1ccc(-n2ncc3c2CC(C)(C)CC3NC(=O)Cc2c(C)noc2C)cc1 (stereo not drawn) | i | i | 11.3 | i | i | i | -0.2 | i | i | i | i
Cc1cc(C)c(C)c(OCC(=O)NCCN(C)C)c1 | i | i | 9.2 | i | i | i | -0.2 | i | i | i | i
CCC1CCCCN1CCCn1c(=S)[nH]c2ccccc2c1=O (stereo not drawn) | i | i | 20.6 | i | i | i | 0.0 | i | i | i | i
COc1cc(C(=O)NC(=S)Nc2nc(-c3ccc(F)cc3)cs2)cc(OC)c1OC | i | i | 12.8 | i | i | i | -0.1 | i | i | i | i
COC(=O)Nc1ccc(SCC(=O)c2cccc([N+](=O)[O-])c2)cc1 | i | i | 22.3 | i | i | i | -0.5 | i | i | i | i
Cc1ccc(OCC(=O)N2CCN(C(=O)Cc3ccccc3)CC2)cc1 | i | i | 1.2 | i | i | i | 0.1 | i | i | i | i
Cc1cccc(C(=O)N[C@H](C(=O)Nc2nccs2)C(C)C)c1 | 24.1* | i | 18.3 | i | i | i | 0.1 | i | i | i | i
CCCN(C(=O)c1cccc(S(=O)(=O)N2CCN(C)CC2)c1)c1c(N)n(Cc2ccccc2)c(=O)[nH]c1=O | i | i | 10.4 | i | i | i | -0.2 | i | i | i | i
Cc1ccc(-c2cn(-c3ccccc3)c3[n+]2CCCS3)cc1 | i | i | 26.0&25.9 | i | i | i | 0.0&0.1 | i | i | i | i
CC1CN(CCn2cnc3c(N)ncnc32)CC(C)O1 (stereo not drawn) | i | i | 8.9 | i | i | i | -0.2 | i | i | i | i
COc1ccccc1CNC(=O)C1CCC(CNS(=O)(=O)c2cccc3cccnc23)CC1 (stereo not drawn) | i | i | 21.6 | i | i | i | 0.0 | i | i | i | i
Cn1c(C(=O)NCc2ccccn2)cc2c(=O)n3ccccc3nc21 | i | i | 29.8 | i | i | i | 1.2 | i | i | i | i
COc1ccc(Br)c(C(=O)NCCC(C)C)c1 | i | i | 1.2 | i | i | i | 0.1 | i | i | i | i
O=C(O)c1ccc(NC(=O)c2cccc(C(=O)Nc3ccc(C(=O)O)cc3)c2)cc1 | i | i | 31.3 | i | i | i | 1.1 | i | i | i | i
COc1ccc(-n2cnc3c(cnn3CCC#N)c2=N)cc1 | i | i | 25.4 | i | i | i | 0.7 | i | i | i | i
COc1cccc(OC)c1NC(=O)NC(=O)c1c(OC)c(Br)cc([N+](=O)[O-])c1OC | i | i | 15.5 | i | i | i | / | i | i | i | i
CC(C)c1ccc(NC(=S)Nc2ccc(OC(F)(F)F)cc2)cc1 | i | i | 11.7 | i | i | i | -4.7 | i | i | i | i
O=C(C1CCCN(Cc2ccccc2)C1)N1CCCCC1 (stereo not drawn) | i | i | 7.1 | i | i | i | 2.7 | i | i | i | i
COC(=O)CN(C#N)c1nc(NCc2ccccc2)nc(OC)n1 | i | i | 28.5 | i | i | i | -47.6 | i | i | i | i
Oc1ccc2ccccc2c1Br | i | i | 2.3 | i | i | i | -0.1 | i | i | i | i
Cc1ccc(-c2nc(N)n(C(=O)Cc3ccccc3)n2)cc1 | i | i | 4.7 | i | i | i | 0.4 | i | i | i | i
CC1(C)Cc2c(c(-c3ccco3)nc3n[nH]c(N)c23)CO1 | i | i | 16.8 | i | i | i | -0.5 | i | i | i | i
CCN1C(=O)c2ccccc2S(=O)c2ccc(C(=O)NCc3ccc(OC)cc3)cc21 (stereo not drawn) | i | i | 18.5 | i | i | i | -0.1 | i | i | i | i
CCn1cc(NC(=O)Nc2ccccc2C(=O)OC)c(C(N)=O)n1 | i | i | 10.5 | i | i | i | -0.2 | i | i | i | i
CC(C)C(NC(=O)CSCc1ccc([N+](=O)[O-])cc1)C(C)C | i | i | -1.4 | i | i | i | -0.2 | i | i | i | i
O=C(COc1ccc(Br)cc1)N(Cc1ccco1)C1CCS(=O)(=O)C1 (stereo not drawn) | i | i | 8.0 | i | i | i | 0.7 | i | i | i | i
CN1C(=O)OC2(C)CCc3ccccc3C12C (stereo not drawn) | i | i | 2.7 | i | i | i | 0.1 | i | i | i | i
CC1=NN(c2ccc(C(=O)O)cc2)C(=O)/C1=C/c1ccc(-c2ccccc2F)o1 | i | i | 13.4 | i | i | i | 2.1 | i | i | i | i
Cc1ccc(S(=O)(=O)/C(C#N)=C/c2c(N3CCN(Cc4ccccc4)CC3)nc3ccccn3c2=O)cc1 | i | i | 8.7 | i | i | i | -0.8 | i | i | i | i
Cc1ccc2c(c1)c1c(c(=O)n(-c3ccccc3)c(=O)n1CC(=O)NCC1CCCO1)n2C (stereo not drawn) | i | i | 36.4 | i | i | i | 0.5 | i | i | i | i
COCCn1ccc(O)c(Cc2ccc(Cl)cc2)c1=O | i | i | 8.4 | i | i | i | 0.6 | i | i | i | i
O=C(NCC1CCCO1)C1c2ccccc2Oc2ccccc21 (stereo not drawn) | i | i | 5.2 | i | i | i | 0.2 | i | i | i | i
CCOC(=O)c1c(NC(=O)c2ccccc2C(=O)O)sc2c1CCCC2 | i | 34.1* | 6.3 | i | i | i | 0.6 | i | i | i | i
Cc1nnc(Cn2cnc3c2c(=O)n(C)c(=O)n3C)o1 | i | i | 10.1 | i | i | i | -2.5 | i | i | i | i
CC1(C)SCC(C(=O)O)NC1=O (stereo not drawn) | i | i | 14.2 | i | i | i | 0.1 | i | i | i | i
Cc1nc2ccccc2n1CC(O)COc1ccccc1Cl (stereo not drawn) | i | i | 2.5 | i | / | i | -0.4 | i | -7* | i | i
O=C(c1ccccc1)N1CCCN(c2nccc(C(F)(F)F)n2)CC1 | i | i | 4.3 | i | i | i | -0.1 | i | i | i | i
Cc1cccc(NC(=O)C[n+]2cccc(C)c2)c1 | i | i | -0.4 | i | i | i | 0.2 | i | i | i | i
COc1ccc(OCc2nc3c4c(ncn3n2)-c2ccccc2CC42CCCC2)cc1 | i | i | 15.9 | i | i | i | 0.7 | i | i | i | i
CCC1CCc2c(sc(NC(=O)c3cccnc3)c2C(N)=O)C1 (stereo not drawn) | i | i | 16.5 | i | i | i | 0.3 | i | i | i | i
COC(=O)C(CC(C)C)NC(=O)c1ccc(F)cc1 (stereo not drawn) | i | i | 12.5 | i | i | i | / | i | i | i | i
COC(=O)c1cc(-c2ccccc2)n(CCN)c1C | i | i | 14.0 | i | i | i | 0.4 | i | i | i | i
S=C(NCc1ccccn1)Nc1ccccc1Cl | i | i | 19.7 | i | i | i | 2.7 | i | i | i | i
COc1ccccc1CCC(=O)Nc1cc(S(=O)(=O)N2CCOCC2)ccc1N1CCCC1 | i | i | 21.9 | i | i | i | -0.1 | i | i | i | i
O=C1Nc2ccccc2N(O)N1c1cc(-c2cccc(Cl)c2)no1 | i | i | 11.2 | i | i | i | 0.1 | i | i | i | i
O=C(c1cc(S(=O)(=O)N2CCOCC2)ccc1Cl)N1CCC(Cc2ccccc2)CC1 | i | i | / | i | i | i | 0.1 | i | i | i | i
Cc1cc(N2CCN(C)CC2)nc2ccc(NC(=O)c3cccnc3Cl)cc12 | i | i | 2.2 | i | i | i | 1.1 | i | i | i | i
CC(=O)NCCc1cc2cc(C)c(C)cc2[nH]c1=O | i | i | 22.9 | i | i | i | -0.2 | i | i | i | i
COC(=O)CSc1nsc(SCC(=O)OC)c1C#N | i | i | 27.2 | i | i | i | 0.2 | i | i | i | i
Nc1cc(N)nc(SCC(=O)N2CCN(C(=O)c3ccco3)CC2)n1 | i | i | 21.1 | i | i | i | -0.3 | i | i | i | i
CCOC(=O)c1[nH]c(C)c(C(=O)OCC(=O)N(C)C2CCS(=O)(=O)C2)c1C (stereo not drawn) | i | i | 3.7 | i | i | i | -0.2 | i | i | i | i
COc1ccc(-n2c(Cc3cccn3C)nnc2SCC(=O)Nc2ccccc2C)cc1 | i | i | 24.3 | i | i | i | -0.5 | i | i | i | i
O=C(OCc1nnc(-c2ccc(Br)cc2)o1)c1cncc(Br)c1 | i | i | 4.3 | i | i | i | 0.0 | i | i | i | i

The last 2 compounds of the part above open the next one:
Compound | MrgX1 PAM | MrgX1 agonist | AI-2 QS mod | TRPC6 inhibitor | PolyA inh | TRPC6 act | HIF act | MrgX1 antag | TRPC4 inh | TRPC4 potent | TRPC4 act
COc1ccc(-n2c(Cc3cccn3C)nnc2SCC(=O)Nc2ccccc2C)cc1 | i | i | 24.3 | i | i | i | -0.5 | i | i | i | i
O=C(OCc1nnc(-c2ccc(Br)cc2)o1)c1cncc(Br)c1 | i | i | 4.3 | i | i | i | 0.0 | i | i | i | i
O=Cc1coc2c(ccc3ccccc32)c1=O | i | i | ? | i | i | i | -13.5 | i | -5* | i | i
CCN(Cc1ccncc1)Cc1cn[nH]c1-c1cc(OC)c(OC)c(OC)c1 | i | i | 27.1 | i | i | i | -0.1 | i | i | i | i
COC(=O)c1c(C)oc2ccc(OC(=O)c3cccs3)cc12 | i | i | 18.4 | i | i | i | 0.1 | i | i | i | i
COc1ccc(-c2oc3ccc(-c4cc(OC)c(OC)c(OC)c4)cc3c2-c2ccc(OC)nc2)cc1 | i | i | 26.0 | i | i | i | -4.1 | i | i | i | i
